Screening results as filed in PubChem BioAssay.
Furin inhibitor – human furin inhibition | P09958 | purified furin, fluorogenic substrate cleavage | inhibition, % at 30 µM | hit rate 0.061% among 220,000 | AID 463115; in the data active = inhibition above about 25%; note: inactives centre near -15
Target sequence (P09958 108-714 limits assumed): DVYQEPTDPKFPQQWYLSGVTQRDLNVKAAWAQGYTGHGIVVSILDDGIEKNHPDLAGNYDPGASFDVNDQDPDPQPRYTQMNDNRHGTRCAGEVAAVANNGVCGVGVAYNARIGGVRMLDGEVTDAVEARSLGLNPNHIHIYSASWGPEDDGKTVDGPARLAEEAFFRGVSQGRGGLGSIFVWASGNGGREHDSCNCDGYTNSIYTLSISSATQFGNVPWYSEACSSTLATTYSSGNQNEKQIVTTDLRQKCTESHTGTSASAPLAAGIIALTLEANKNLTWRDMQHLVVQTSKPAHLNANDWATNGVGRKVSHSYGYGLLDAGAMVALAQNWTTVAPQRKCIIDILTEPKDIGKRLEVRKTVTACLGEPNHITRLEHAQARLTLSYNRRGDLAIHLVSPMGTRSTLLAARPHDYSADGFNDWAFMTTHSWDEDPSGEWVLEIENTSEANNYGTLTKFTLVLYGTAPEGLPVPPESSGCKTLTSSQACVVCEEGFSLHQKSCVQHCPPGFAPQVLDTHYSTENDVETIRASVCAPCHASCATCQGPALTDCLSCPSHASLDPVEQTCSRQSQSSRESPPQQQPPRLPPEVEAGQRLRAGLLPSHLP
hK5 inh – kallikrein 5 (human) inhibition | hit rate 0.59% among 210,000 | inhibition, % at 5 µM | recombinant hK5, fluorogenic AMC substrate cleavage | Q9Y337;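 active = inhibition of 40% or more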;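 note: 0% = enzyme controls without compound and 100% = no-enzyme blanks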
FXIa inh – inhibitors of human coagulation factor XIa. inhibition, % at 5 µM. hit rate 0.14% among 220,000. purified FXIa, Boc-Glu-Ala-Arg-AMC fluorogenic substrate. AID 798;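 active = inhibition of at least 40%; inactive = inhibition below 40%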;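 note: fluorescence of freed AMC excited at 355 nm; 0% = enzyme without compound and 100% = no enzyme blank; many of its hits are not listed in these tables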
Calpain2 inh – blocks pig calpain II enzyme activity | purified calpain II, fluorogenic peptide substrate, 30 min | inhibition, % at 16 µM | hit rate 0.37% among 220,000;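 active = inhibition above about 50%, limit read from the data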
FXIIa inh 1536 – inhibitors of human coagulation factor XIIa | purified FXIIa, Boc-QGR-AMC fluorogenic substrate, 2 h | inhibition, % at 5 µM | hit rate 0.3% among 220,000; in the data active = inhibition above about 40%;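 note: 0% = enzyme with no compound and 100% = blank without enzyme; many of its hits are not listed in these tables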
Rad51 HR inh – Rad51 (human) homologous recombination inhibition; Q06609; hRad51 DNA strand exchange, fluorescence dequenching; hit rate 0.085% among 200,000; inhibition, % at 10 µM; AID 1385;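 active = inhibition above 40% at the single screening dose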;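 note: 0% = DMSO control wells and 100% = blanks with heterologous ssDNA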
Target sequence (Q06609 whole entry, looked up): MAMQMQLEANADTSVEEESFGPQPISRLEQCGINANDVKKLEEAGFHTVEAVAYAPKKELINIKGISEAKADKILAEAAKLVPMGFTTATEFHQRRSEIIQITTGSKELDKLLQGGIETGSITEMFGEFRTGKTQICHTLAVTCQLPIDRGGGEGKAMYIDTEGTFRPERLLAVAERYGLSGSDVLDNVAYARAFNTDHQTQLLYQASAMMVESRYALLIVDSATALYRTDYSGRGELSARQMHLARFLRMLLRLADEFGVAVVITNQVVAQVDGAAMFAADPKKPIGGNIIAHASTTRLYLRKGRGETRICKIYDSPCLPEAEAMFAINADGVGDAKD
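Test system: preformed human Rad51 ssDNA filaments; also added: Donor/quencher-labelled 47-bp dsDNA substrate; doses: 10 µM final, single point; times: 37 °C 15-min filament assembly, 30-min compound preincubation, 15-min exchange; detection: FRET fluorescence dequenching, excitation 485 nm, emission 520 nm; read-out basis: Fluorescence-based percent inhibition, control- and blank-normalised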
Cl transport mod – modulates chloride dependent transport by human KCC2. Q9H2X9. KCC2 cells, thallium flux FluoZin-2 fluorescence. B-score of Tl+ flux slope (higher = more flux/activation; lower = inhibition) at 10 µM. hit rate 2.2% among 190,000;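 active = thallium flux slope and its plate-corrected score both differing from the plate sample mean at a set confidence after two filtering rounds, in either direction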;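 note: slope of fluorescence scaled to starting intensity during 10 to 20 s after thallium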
PERK inhibitor – human PERK inhibition, primary cell-based screen. Q9NZJ5. hit rate 0.17% among 220,000. inhibition, % at 5.6 µM. CHO PERK-DD fusion, SEAP luminescence translation reporter;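 active = inhibition above the mean inhibition of all tested compounds plus 3 SD, set separately per screening campaign, cut at about 2.9% in these data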;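 note: PERK kinase domain activated by AP20187 dimerizer at 100 nM; 0% = DMSO with dimerizer and 100% = rapamycin at 8.4 µM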
Thrombin inh – blocks human thrombin protease activity. P00734. inhibition, % at 5 µM. AID 1046. alpha-thrombin, Boc-VPR-AMC fluorogenic substrate cleavage. hit rate 0.26% among 220,000;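 active = inhibition at or above 40%; inactive = inhibition below 40%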;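 note: 0% = enzyme with no compound and 100% = wells without enzyme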
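Material: Human alpha-thrombin protein | Buffer or medium: pH 7.5 Tris-saline with Tween 20 | Reagent: Boc-VPR-AMC substrate, 15 µM final | Schedule: Reaction at ambient temperature | Detection: AMC fluorescence at 355 nm excitation and 460 nm emission | Evaluation: Percent inhibition scaled between no-compound controls and no-enzyme blanks | Controls: no-compound enzyme wells and no-enzyme blanks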
* marks the source's active call; other numbers are inactive results; / = no result given; [ ] = dose if it differs, or a comment.

SMILES	Furin inhibitor	hK5 inh	FXIa inh	Calpain2 inh	FXIIa inh 1536	Rad51 HR inh	Cl transport mod	PERK inhibitor	Thrombin inh
Cc1ccc(S(=O)(=O)N2CCC(=O)N(CCOC(=O)Nc3ccccc3C)CC2)cc1	-15	-6	3	4	13	-4	0.0083	0.1	5
O=C(NCCN1CCN(C(=O)NC2CCCCC2)CC1)NC1CCCCC1	-10	-8	6	24	16	-4	0.18	-0.1	4
O=C(NC(=O)c1cccc(Cl)c1)OC[C@@H]1CCCN2CCCCC12 (some centres undefined)	-28	-2	2	8	10	-4	0.29	1.0	-3
O=C(CSc1nnnn1-c1ccccc1)N1CCN(C(=O)c2ccco2)CC1	-31	-4	0	3	9	-10	-1.2	0.8	-1
COc1ccc(OCC(=O)NC(=S)Nc2ccccc2F)cc1	-11	-20	-3	-12	5	2	52*	-0.3	-5
Cc1ccc(S(=O)(=O)/C(C#N)=C/c2c(N3CC(C)OC(C)C3)nc3ccccn3c2=O)cc1 (centres undefined)	-4[20 µM]	9	4	-3	16	-2	-0.83	-0.8	0
CN(O)/C=N/C(=S)Nc1ccc(Cl)cc1Cl	-18	1	1	-11	/	-4	1.2	1.3	-2
CC(C(=O)NC1=NCCS1)(C(F)(F)F)C(F)(F)F	-28[20 µM]	7	0	-4	10	4	0.89	0.2	6
CCn1c(C)nc2cc(OC)ccc21	-16	2	6	20	11	2	-0.19	0.7	/
Cc1ccc(NC(=O)COC(=O)/C=C/c2ccccc2)cc1S(=O)(=O)N1CCOCC1	-12	-4	-3	-4	-2	15	-4.1*	0.5	2
O=C(Nc1cccc2ncccc12)c1ccc2c(c1)OCCO2	-10[20 µM]	-8	-2	-1	12	8	0.0086	0.7	-8
c1ccc(Nc2nc(N3CCCC3)nc(N3CCCC3)n2)cc1	-6[20 µM]	-25	-1	-24	12	3	1	-1.3	0
Cc1ccc(C(=O)C[n+]2cc(Br)cc(Br)c2)cc1	-4	-3	-1	25	4	16	/	0.6	-5
CC(NC(=O)Cc1cccc(C(F)(F)F)c1)c1ccc(F)cc1 (centres undefined)	-10	-2	-3	11	/	2	0.11	-0.7	-13
O=c1cc(C(F)(F)F)[nH]c(=O)n1C1CCCCC1	-11[20 µM]	-4	1	-25	7	-3	1.2	0.0	-1
COc1ccc(Br)cc1CN(C)CC(=O)Nc1c(Cl)cccc1Cl	-24	-3	3	22	2	-4	-1	0.3	-2
Cn1c(N)c(S(=O)(=O)N2CCN(c3ccccc3)CC2)c(=O)n(C)c1=O	-19	0	-3	-35	8	8	1.5	0.2	-5
Cc1ccc(C2C(=O)N(C3CCCC3)CC(=O)N2C2CCCCC2)cc1 (centres undefined)	-24[20 µM]	39	18	14	11	-7	0.91	-1.4	28
COc1ccccc1N1CCN(C(=O)COc2ccc(Cl)cc2)CC1	-15	2	9	-3	11	4	0.13	-0.2	-1
CCc1c(O)nc(SCC(=O)N2CCCCC2)n(-c2ccccc2C)c1=O	-11	-12	-1	-11	4	0	/	0.6	-13
COc1ccc(N2CCN(Cc3cc(=O)oc4cc5c(cc34)CCCC5)CC2)cc1	-15	-7	-4	-23	-1	5	/	-0.1	-4
COc1ccc(CCNS(=O)(=O)c2ccc(S(=O)(=O)N3CCCC3)cc2)cc1OC	-2	-3	2	-20	13	/	/	-1.6	0
COC(=O)C1=C(C)N(C(C)c2ccccc2)C(=O)/C1=C\c1ccco1 (centres undefined)	-24	3	1	-84	9	-4	/	0.8	1
CN(CCC1CCOCC1)C(=O)CC1C(=O)NCCN1Cc1ccoc1 (centres undefined)	-24	/	0	-12	16	/	-0.0046	0.1	-2
O=C(NCc1ccco1)Nc1cccc([N+](=O)[O-])c1	-28	0	1	4	12	3	1.2	1.2	0
SMILES	Furin inhibitor	hK5 inh	FXIa inh	Calpain2 inh	FXIIa inh 1536	Rad51 HR inh	Cl transport mod	PERK inhibitor	Thrombin inh
CCOC(=O)C(NCCCCl)c1ccccc1 (centres undefined)	-5[20 µM]	-1	-16	15	13	-4	/	-1.4	-4
Cc1ccc(CSc2nc3ccncc3[nH]2)cc1	-37	-1	-1	2	16	-5	-0.45	0.8	-1
COc1cc2c3c(c1)c(N=NC(N)=S)c(O)n3C(C)(C)C=C2C	-2	-6	3	-11	4	10	21*	-0.5	-7
O=c1c(-c2ccnn2-c2cccc(Cl)c2)cnc2n1CCS2	-14[20 µM]	-6	-6	9	3	1	-0.23	-0.4	-3
O=C(C1Cc2ccccc2CN1S(=O)(=O)c1cccs1)N1CCCCC1 (centres undefined)	28*[20 µM]	-12	-1	17	12	1	/	0.5	-1
Cc1noc(C)c1C(=O)N1CCCc2ccccc21	-24[20 µM]	8	-13	-3	14	0	0.51	0.1	4
NC(=O)CSc1nnc(-c2ccc(S(=O)(=O)N3CCCC3)cc2)o1	-18[20 µM]	-8	8	-21	12	4	0.63	-0.6	-1
Cc1ccc(C)c(NC(=S)NCC(c2cccnc2)N2CCOCC2)c1 (centres undefined)	-21	-11	4	5	6	-8	-0.0095	0.2	-4
O=C(COc1ccc(Br)cc1)NCc1ccccn1	-20[20 µM]	-10	21	-9	33	0	0.14	-0.2	0
Cc1ccc2oc(=O)c3cnn(CC(=O)NCCC(C)C)c3c2c1	-18	-4	1	-7	11	0	-1.5	1.9	-6
COc1ccc(-c2cc(C(F)F)n3ncc(C(=O)N4CCSCC4)c3n2)cc1	2[20 µM]	-12	4	-139	4	1	/	-0.6	-2
CC(C)c1ccc(Nc2nnc(SCC(=O)c3nnc(-c4ccccc4)o3)s2)cc1	-9	-18	12	-59	15	2	-1.5	0.7	-1
O=C(CSc1ccc(-c2ccco2)nn1)NC1CCCC1	-29	-2	-3	-64	6	-3	-1.4	0.8	-3
O=C(Cc1ccccc1)NCC1CCCO1 (centres undefined)	-13[20 µM]	5	3	-18	6	-3	-0.99	-0.2	0
C/C(=N\NC(=O)Cc1c(C)[nH][nH]c1=O)c1cccc(Br)c1	-24	1	2	-3	8	2	0.25	1.1	-1
COc1ccc(C(CCN2CCN(c3ccccc3)CC2)c2c(O)cc(OC)cc2OC)cc1 (centres undefined)	-29	3	2	-17	7	9	2.1	/	2
C#CCOCCOCCOCCNc1nc(N2CCN(C(=O)[C@H](CCC(=O)O)n3cc(C(N)[C@H](C)CC)nn3)CC2)nc(N2CCN(C(=O)[C@H](Cc3ccc(O)cc3)n3cc(C(N)[C@H](C)CC)nn3)CC2)n1 (some centres undefined)	-24	-1	0	-3	5	6	-0.46	1.4	-1
COc1cc2[nH]c(=O)c(C(=O)NCCCN3CCOCC3)c(O)c2cc1OC	-57	3	0	-111	9	-2	1.6	0.1	-11
COc1ccc(OC)c(/C=C/C(=O)OCC(=O)Nc2cccc(C(C)=O)c2)c1	-2	-28	-8	-12	-13	-1	-0.98	-0.2	-15
Cc1csc(NC(=O)Cc2coc3cc(C)c(C(C)C)cc23)n1	-5[20 µM]	-24	-13	-47	7	1	0.12	0.9	-3
Cc1c(NC(=O)c2cccc(NS(C)(=O)=O)c2)c(=O)n(-c2ccccc2)n1C	-17	-2	0	-34	4	/	-0.21	0.6	-7
O=C(NNc1c2ccccc2nc2ccccc12)C(O)c1ccccc1 (centres undefined)	-9	0	0	12	4	/	-0.4	0.4	-6
Cc1nnc(SCCN2C(=O)c3ccccc3C2=O)[nH]c1=O	-22[20 µM]	7	7	14	19	/	0.86	0.0	0
S=c1[nH]nc(CSCCOc2ccccc2)o1	-12	-7	-7	5	3	-14	-2.3	0.6	-2
O=c1c2oc3ccccc3c2ncn1Cc1ccc(F)cc1	-20	0	4	-21	11	9	-0.03	0.1	-8

Single records, as listed above.
COc1cc2[nH]c(=O)c(C(=O)NCCCN3CCOCC3)c(O)c2cc1OC in the list: Furin inhibitor: -57; hK5 inh: 3; FXIa inh: 0; Calpain2 inh: -111; FXIIa inh 1536: 9; Rad51 HR inh: -2; Cl transport mod: 1.6; PERK inhibitor: 0.1; Thrombin inh: -11
Cc1ccc(C)c(NC(=S)NCC(c2cccnc2)N2CCOCC2)c1 (centres undefined) in the list: Furin inhibitor: -21; hK5 inh: -11; FXIa inh: 4; Calpain2 inh: 5; FXIIa inh 1536: 6; Rad51 HR inh: -8; Cl transport mod: -0.0095; PERK inhibitor: 0.2; Thrombin inh: -4

Ordered by the number under FXIa inh (ascending): some entries from above.
| compound | FXIa inh |
| --- | --- |
| O=C(CSc1ccc(-c2ccco2)nn1)NC1CCCC1 | -3 |
| COc1cc2[nH]c(=O)c(C(=O)NCCCN3CCOCC3)c(O)c2cc1OC | 0 |
| Cc1ccc2oc(=O)c3cnn(CC(=O)NCCC(C)C)c3c2c1 | 1 |
| O=c1c2oc3ccccc3c2ncn1Cc1ccc(F)cc1 | 4 |

(more compounds)
SMILES	Furin inhibitor	hK5 inh	FXIa inh	Calpain2 inh	FXIIa inh 1536	Rad51 HR inh	Cl transport mod	PERK inhibitor	Thrombin inh
CCOCCCN1C(=O)C(O)=C(C(C)=O)C1c1cccs1 (centres undefined)	-14[20 µM]	-11	2	-11	8	4	0.67	1.1	-1
O=c1c2[nH]c3ccc(Cl)cc3c2ncn1Cc1ccccn1	-18[20 µM]	5	-4	-51	5	-12	1.5	0.5	-5
O=c1oc(-c2ccc([N+](=O)[O-])cc2)nc2ccccc12	-20	-5	-3	-2	7	3	0.06	0.5	-5
O=C(Cc1ccc(F)cc1)Oc1ccc(C(=S)N2CCCC2)cc1	-17	1	-3	-8	1	/	-4.1*	0.6	2
COc1ccc(CCN2C(=O)CSC2c2ccc(OC)c(OC)c2)cc1OC (centres undefined)	-28	0	-3	1	6	-2	-0.58	0.9	-3
COC(=O)C1=C(C)N(C2CCCC2)C(=O)C1(NC(C)=O)C(F)(F)F (centres undefined)	-23[20 µM]	-20	-1	-43	12	-8	-0.59	0.0	0
CC(C)(C)c1ccc(/C=N/NC(=S)NC2CCCCC2)cc1	-20	-6	8	-4	16	/	1.4	0.0	0
CCOC(=O)C1CCN(Cc2cnc(NC(=O)OC)s2)CC1	-19	-20	0	-32	17	-7	0.22	0.5	-12
O=C(O)CSc1nnc(COc2cccc3ccccc23)n1Cc1ccccc1	-12	-7	-6	-18	-2	/	2.1	0.6	1
O=C(Nc1ccccn1)C12CC3CC(C1)CC(C(=O)Nc1ccccn1)(C3)C2	-20[20 µM]	-8	-8	15	10	-4	1.6	-0.7	4
CCCn1ncc(CN2CCC(CO)(CC3CCCCO3)CC2)c1C (centres undefined)	-24	0	-2	-23	4	20	0.12	0.3	1
O=C(Nc1cccc(C(F)(F)F)c1)c1cc(-c2cccs2)on1	-17	0	2	-27	16	8	-1	0.5	1
COc1ccc(N2C(=O)C(Cl)=C(Oc3cccc(OC)c3)C2=O)cc1	-26	1	-1	11	10	-5	-0.21	1.5	-4
CCN(CC)S(=O)(=O)c1ccc(OC)c(NC(=O)CSc2cc(C)ccc2C)c1	-16	-10	-3	14	3	-34	-1	-0.6	-6
CN(C)CC(C)(C)CNC(=O)C1CCN(Cc2ccccc2O)CC1	-28	-18	-2	-55	11	3	1.1	1.1	-7
CC(=O)c1ccn(S(=O)(=O)c2ccc(Cl)cc2)c1	0	-3	3	-6	7	-3	/	0.5	-3
CC1CCN(C(=O)CSc2nnc(-c3cccnc3)n2C2CCCCC2)CC1	-7[20 µM]	-13	6	-7	7	-11	0.17	-1.6	1
COc1ccc(-c2cc(C(=O)N3CCN(c4ncccn4)CC3)c3ccccc3n2)c(OC)c1	-10	-13	0	-35	6	-34	-1.3	-0.8	-12
CS(=O)(=O)NC1CCN(Cc2ccccc2)CC1	-8[20 µM]	-16	-9	31	3	4	0.24	1.0	-7
CS(=O)(=O)NCCCc1ccccc1	-18[20 µM]	9	3	18	8	0	0.13	0.4	-6

Not all compounds are listed; rates above refer to the full screens.
